Bioassay records as filed in PubChem BioAssay.
CAL PDZ FP-1: CAL PDZ peptide-binding inhibitors, primary screen, biochemical, fluorescence polarization, Cer-tagged CAL PDZ, HTS; 330,000 compounds, 0.02% hits; AID 504414, 2011; inhibition, % at 20 µM; Golgi-associated PDZ and coiled-coil motif-containing protein (Homo sapiens), Q9HD26; purified CAL PDZ, TMR-peptide fluorescence polarization, 1 h;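 active = highest replicate inhibition of at least 40%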;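 also: plate controls were DMSO neutral control wells for no effect and unlabeled competitor peptide control wells for full effect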
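Material: tagged CAL PDZ domain; buffer or medium: 25 mM sodium phosphate pH 7.4, 150 mM NaCl, TCEP, IgG, Thesit; compound dosing: single point, 20 µM; schedule: 1 h incubation at room temperature before polarization reading; measured by: FP readout, S and P plane fluorescence; read-out basis: percent inhibition from loss of millipolarization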
phage Ecoli inh: growth loss of phage-infected E. coli, primary screen, RecBCD inhibitor project, absorbance, with phage, HTS; inhibition, % at 11.9 µM; 360,000 compounds, 0.26% hits; AID 651602, 2012; in the data active = inhibition above about 11%
E coli growth: E. coli V3065 growth inhibition, primary screen, counter-screen for AddAB inhibitor project, absorbance, OD600; inhibition, % at 11.9 µM; 330,000 compounds, 0.27% hits; 18 h;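 active = inhibition above the campaign's mean inhibition across all tested compounds plus 3 SD, cut at about 9.9% in these data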;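 also: uninfected addAB+ strain grown without phage in ampicillin broth; 0% = DMSO wells and 100% = ciprofloxacin 0.95 µg/ml wells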
Tat transport: E. coli Tat export inhibitors, primary screen, MC4100, TorA-mCherry reporter, fluorescence, single point; inhibition, % at 10 µM; 340,000 compounds, 0.036% hits; AID 488895, 2010;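 active = mean replicate inhibition at least 50% and at least half of replicates individually reaching 50%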;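 also: exported cargo escapes ClpAP degradation while cytoplasmic cargo is degraded and loses fluorescence; 0% = median of neutral control wells and 100% = median of NaSCN control wells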
MITF act: activators of MITF-driven TRPM1 promoter reporter, primary screen, cell-based, SK-MEL-5, luciferase, single point | activation, % at 12.5 µM | 300,000 compounds, 0.75% hits | AID 588334, 2011 | SK-MEL-5 TRPM1-promoter luciferase, 24 h; % of positive control, neutral wells = 0;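 active = mean activation of at least 80% with every replicate also reaching 80%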;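 also: 0% = neutral control wells and 100% = parthenolide positive control wells; values of inactives mirror those of a sister screen read the other way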
SR-BI uptake up: activators of SR-BI mediated DiI-HDL uptake, primary screen, ldlA[mSR-BI] CHO cells, DiI fluorescence | activation, % at 12.5 µM | 3 h; 100 = double the neutral-control signal | 320,000 compounds, 0.096% hits | AID 504775, 2011;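 active = mean replicate activation of at least 60% and every replicate at or above 60%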;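 also: 0% = median plate neutral-control signal and 100% = twice that signal; values of inactives mirror those of a sister screen read the other way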
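Assay system: CHO ldlA[mSR-BI] cells, LDL receptor-null, SR-BI overexpressing; medium: Ham's F12 with 0.5% BSA, HEPES 25 mM, pH 7.4; also added: DiI-HDL 10 µg/mL; timing: 3 h uptake period with compound, 37 °C; signal: DiI fluorescence, bottom read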
Wnt act: Wnt/beta-catenin pathway activators, primary screen, cell-based, plate reader, single point. Wnt/beta-catenin reporter cell assay, activator. activation, % at 9.35 µM. 300,000 compounds, 1.2% hits. AID 743398, 2014; in the data active = activation above about 30%, passing the limit was not always enough;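 also: 0% = neutral control wells and 100% = positive control wells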
CAL PDZ FP-2: untagged CAL PDZ binding inhibitors, primary screen, biochemical, fluorescence polarization, HTS | AID 602252, 2012 | purified CAL PDZ, TMR-peptide fluorescence polarization, 1 h | 300,000 compounds, 0.92% hits | Golgi-associated PDZ and coiled-coil motif-containing protein (Homo sapiens), Q9HD26 | inhibition, % at 24.9 µM;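 active = mean inhibition of at least 30% with at least half of replicates also reaching 30%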;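 also: 0% = DMSO neutral control and 100% = excess unlabeled competitor peptide PRC23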
AddAB inh: growth inhibition of E. coli expressing H. pylori AddAB, primary screen, AddAB inhibitor project, absorbance. inhibition, % at 11.9 µM. 330,000 compounds, 0.29% hits; in the data active = inhibition above about 12%;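 also: 0% = vehicle wells of infected cells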
SR-BI DiI inh: inhibitors of SR-BI mediated HDL lipid uptake, primary screen, ldlA[mSR-BI] cells, fluorescence, single point; Scavenger receptor class B member 1 (Mus musculus), Q61009; AID 488896, 2010; inhibition, % at 12.5 µM; ldlA[mSR-BI] CHO cells, DiI-HDL uptake fluorescence, 3 h; 320,000 compounds, 0.96% hits;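 active = mean replicate inhibition of at least 70% and a set share of replicates each scoring 70 or more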;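 also: 0% = median of neutral control wells and 100% = median of positive control wells; values of inactives mirror those of a sister screen read the other way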
Target sequence (Q61009 whole entry, looked up): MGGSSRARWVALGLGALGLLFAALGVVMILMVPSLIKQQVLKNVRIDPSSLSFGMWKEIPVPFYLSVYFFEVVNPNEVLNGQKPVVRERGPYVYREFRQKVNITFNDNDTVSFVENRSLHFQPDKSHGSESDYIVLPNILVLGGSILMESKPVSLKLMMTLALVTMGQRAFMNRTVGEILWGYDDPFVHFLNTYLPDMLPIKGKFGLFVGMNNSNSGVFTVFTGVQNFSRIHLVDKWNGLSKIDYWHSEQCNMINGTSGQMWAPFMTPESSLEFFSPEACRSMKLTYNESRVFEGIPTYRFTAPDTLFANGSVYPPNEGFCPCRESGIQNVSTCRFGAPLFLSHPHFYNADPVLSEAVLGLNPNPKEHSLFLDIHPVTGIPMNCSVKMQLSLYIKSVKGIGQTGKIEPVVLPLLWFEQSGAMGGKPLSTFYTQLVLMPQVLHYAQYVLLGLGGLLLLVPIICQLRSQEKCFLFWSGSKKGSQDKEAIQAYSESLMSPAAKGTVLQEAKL
* = called active by the depositor; / = not tested or not shown.

Sequence of screens: CAL PDZ FP-1, phage Ecoli inh, E coli growth, Tat transport, MITF act, SR-BI uptake up, Wnt act, CAL PDZ FP-2, AddAB inh, SR-BI DiI inh
O=C(COC(=O)CC12CC3CC(CC(Br)(C3)C1)C2)NC(=O)NCc1ccco1
→ /, 1.3, -1.1, -1, -8, 24, -4, -5, -2.8, -24
CC(C)(C)n1ncc2c(=O)n(CC(=O)NCc3ccc(F)cc3)cnc21
→ -0.2, -1.0, 1.5, -12, 41, 7, /, -2, 2.6, -7
CN(C)/C=C1\C(=O)NN=C1C(F)(F)F
→ -0.8, 2.2, -0.3, -3, 5, 36, -6, -8, 1.9, -36
Clc1ccccc1C1CC(c2ccccc2)Nc2ncnn21 (centres undefined)
→ 0.0, 0.8, -2.1, 4, -5, -5, -2, /, 3.3, 5
CN(Cc1ccccc1F)C(=O)c1ccc(NS(=O)(=O)c2ccc3[nH]c(=O)[nH]c3c2)cc1
→ -2.8, -0.5, 0.1, -11, 3, 30, 1, -4, -0.7, -30
C[C@@H]1NC(=O)c2cc([N+](=O)[O-])cc(I)c2NCC[C@@H](C(N)=O)NC(=O)[C@H](CC(N)=O)NC1=O
→ -1.2, /, -1.5, -48, 8, 28, /, -1, 0.8, -28
COc1cccc(CN(C)C(=O)c2cc(-c3ccc(OC)c(OC)c3)nc3ccccc23)c1
→ -2.9, -1.3, /, 9, 3, -57, -2, -2, /, 57
CCOC(=O)C1=C(C)c2ccccc2OC1(CC)C(=O)OCC (centres undefined)
→ -0.5, 0.9, 1.1, -9, -13, -26, -2, -2, -0.1, 26
CCOc1ccccc1N1CCN(C(=S)NC(=O)C23CC4CC(CC(C4)C2)C3)CC1
→ -1.1, 0.6, -2.4, 7, 7, -2, -3, -1, -1.7, 2
COCc1[nH]nc2c1C(c1ccnc3ccccc13)C(C#N)=C(N)O2 (centres undefined)
→ -2.1, 2.0, 0.1, 3, -12, 14, /, /, 1.2, -14
CN(CCc1ccccc1)C(=O)c1cccc(NC(=O)Cc2cccc(NC(=O)C3CCCN(S(=O)(=O)c4cccc([N+](=O)[O-])c4)C3)c2)c1 (centres undefined)
→ 0.6, 2.5, /, -5, -12, -12, -2, -7, /, 12
O=C(CCn1c(=O)sc2ccccc21)Nc1cccnc1
→ -1.2, -1.7, 1.6, 5, 1, 8, -4, 3, 0.5, -8
O=C(Cn1cnc2ccccc2c1=O)N1CCOCC1
→ -0.3, 0.4, 2.1, -3, 9, 35, /, -1, 3.5, -35
O=S(=O)(Cc1ccccc1Cl)NCCOc1ccccc1
→ 0.7, 2.4, -0.1, 0, 1, 24, /, 30, -0.8, -24
CC(C)=CCN1CCC(n2nccc2NC(=O)c2ccccc2Cl)CC1
→ -3.0, 1.4, 0.1, 24, -3, -2, 1, 2, 4.2, 2

An excerpt from above in order of their number in phage Ecoli inh, highest first:
| molecule | phage Ecoli inh |
| --- | --- |
| O=S(=O)(Cc1ccccc1Cl)NCCOc1ccccc1 | 2.4 |
| COCc1[nH]nc2c1C(c1ccnc3ccccc13)C(C#N)=C(N)O2 (centres undefined) | 2.0 |
| CCOC(=O)C1=C(C)c2ccccc2OC1(CC)C(=O)OCC (centres undefined) | 0.9 |
| CN(Cc1ccccc1F)C(=O)c1ccc(NS(=O)(=O)c2ccc3[nH]c(=O)[nH]c3c2)cc1 | -0.5 |
| CC(C)(C)n1ncc2c(=O)n(CC(=O)NCc3ccc(F)cc3)cnc21 | -1.0 |

Remaining list, next part:
Sequence of screens: CAL PDZ FP-1, phage Ecoli inh, E coli growth, Tat transport, MITF act, SR-BI uptake up, Wnt act, CAL PDZ FP-2, AddAB inh, SR-BI DiI inh
COc1ccc(-c2cc(=Nc3ccc(C)cc3)c3ccccc3o2)cc1
→ -0.7, -2.2, -4.9, -1, 12, -41, 4, 0, 0.5, 41
c1ccc(-c2cnc(-c3ccccn3)nn2)cc1
→ -0.8, 3.0, 1.5, 1, 49, -26, 46*, -1, 3.2, 26
Cn1cnnc1SCC(=O)NCCc1ccc(Cl)cc1Cl
→ -0.7, 3.3, 1.2, 4, 1, 23, 2, /, 1.7, -23
COCCN1CCN(C(=O)c2ccc3nc(Cc4ccc(OC)c(OC)c4)oc3c2)CC1
→ -3.2, 0.6, 0.2, 1, 0, 25, -3, -2, -1.5, -25
C=C1CCC[C@]2(C)C[C@H]3OC(=O)C(CNCC(OC)OC)[C@H]3CC12 (some centres undefined)
→ 0.3, 1.0, 0.1, -3, -2, 2, 3, -6, -0.3, -2
O=C(c1cc2c(s1)CCC2)N1C(=O)c2ccccc2S1(=O)=O
→ 1.4, 4.2, 1.1, -6, 7, -6, /, -1, -0.6, 6
CC(=O)C1=C(c2ccccc2)NC(=S)NC1c1cc(Cl)c(OC(C)C)c(Cl)c1 (centres undefined)
→ -0.6, 3.9, -1.7, 7, 0, -38, /, -7, 4.9, 38
CCSc1nc2ccccc2n1Cc1cccc([N+](=O)[O-])c1
→ -2.3, 2.8, -2.9, 4, -13, -10, -2, -4, 1.4, 10
Cc1cc(C)cc(NC(=O)CSc2nc(N)c(NC(=O)c3ccc(Br)o3)c(=O)[nH]2)c1
→ -2.0, -0.2, 3.1, 8, 9, 26, 2, -2, 1.2, -26
CCC(=O)NNc1ncnc2c1cnn2C
→ -1.7, 4.3, 0.2, -1, 6, 12, -2, -5, -0.3, -12
COc1cccc(OC)c1C(=O)Nc1ccc(N2CCN(C(=O)c3ccco3)CC2)cc1
→ -2.2, 1.5, 1.8, 4, 12, /, 1, -7, 2.2, /
COC(=O)c1ccc(NC(=S)NCCc2ccccc2)cc1
→ -1.6, 5.2, -0.7, 6, -28, /, /, -2, 0.3, /
CCCC(=O)Nc1cc(-c2nc3ncccc3o2)ccc1C
→ 0.9, 2.2, 1.5, 1, -10, -12, -1, 29, 4.5, 12
COc1ccc(C(=O)OCC(=O)N2CCN(S(=O)(=O)c3ccc(C)cc3)CC2)cc1[N+](=O)[O-]
→ -0.3, 6.4, /, 4, -6, -10, -8, /, /, 10
Cc1cc(C)cc(-n2c(C)cc(/C=N/NC(=O)c3ccncc3)c2C)c1
→ -0.3, -2.3, -0.3, -5, 1, -63, 0, /, -0.4, 63

Reprinted from the listing (two entries):
Sequence of screens: CAL PDZ FP-1, phage Ecoli inh, E coli growth, Tat transport, MITF act, SR-BI uptake up, Wnt act, CAL PDZ FP-2, AddAB inh, SR-BI DiI inh
COc1ccc(C(=O)OCC(=O)N2CCN(S(=O)(=O)c3ccc(C)cc3)CC2)cc1[N+](=O)[O-]
→ -0.3, 6.4, /, 4, -6, -10, -8, /, /, 10
Cc1cc(C)cc(-n2c(C)cc(/C=N/NC(=O)c3ccncc3)c2C)c1
→ -0.3, -2.3, -0.3, -5, 1, -63, 0, /, -0.4, 63

The listing continues.
Sequence of screens: CAL PDZ FP-1, phage Ecoli inh, E coli growth, Tat transport, MITF act, SR-BI uptake up, Wnt act, CAL PDZ FP-2, AddAB inh, SR-BI DiI inh
Cc1ccc(NC(=O)c2nc[nH]c2C(=O)Nc2ccc(C)cc2)cc1
→ 0.1, 0.1, -3.2, -2, 23, 11, /, 0, 2.1, -11
O=C(O)CC1c2ccccc2CCN1S(=O)(=O)c1ccc(F)cc1 (centres undefined)
→ -0.3, 0.1, -2.8, -10, -3, 4, -1, -11, 1.4, -4
Cc1cccc(N(CC(=O)NC2CCCCC2)C(=O)CCC(=O)Nc2nccs2)c1
→ -2.4, -0.7, 0.8, -4, -1, -5, -2, 1, -1.1, 5
COc1ccc(C(=O)C2CCCN(C(=O)c3cc(C(C)C)no3)C2)cc1F (centres undefined)
→ -0.5, 1.2, 0.6, 3, 6, 8, 1, 0, 3.5, -8
COc1ccccc1CCNC(=O)C1CCN(c2nnc(C)c3c(C)n(-c4ccc(C)cc4)nc23)CC1
→ -1.6, 3.8, -1.5, 5, -78, -80, 1, -1, -0.2, 80*
Cc1ccc(CNC(=O)c2cccc(-n3cnnn3)c2)cc1
→ 0.1, 0.5, -2.8, -7, 0, 25, /, -1, 0.3, -25
Cc1c(NC(=O)NC(=O)c2ccc(F)cc2)c(=O)n(-c2ccccc2)n1C
→ /, 1.9, 1.4, -19, 1, 32, /, -2, 0.5, -32
O=C(Nc1ccc(Cl)cc1)Nc1ccc2c(c1)N1CCN=C1S2
→ -0.6, 8.3, 3.2, 4, /, -24, /, -2, 0.9, 24
CC(=O)Nc1ccc(NC(=O)c2ccc(CSc3ccccc3)o2)cc1
→ -1.0, 2.0, 0.8, 1, 5, -13, -1, -1, 0.7, 13
CC(C)C(NC(=O)c1ccco1)C(=O)OCC(=O)N1CC(=O)Nc2ccccc21 (centres undefined)
→ -1.8, 2.1, /, 13, 9, 32, -1, -3, /, -32
COC(=O)c1ccc(C(=O)OC)c(NC(=O)C2CC(=O)N(C3CCCC3)C2)c1 (centres undefined)
→ 0.1, 2.1, /, 0, -7, -18, 0, /, /, 18
O=C1N[C@@H](Cc2c[nH]c3ccccc23)COC(=O)[C@@H](Cc2ccc(F)cc2)CC/C=C/C[C@@H]1CC(=O)N(CCO)Cc1ccccc1
→ 0.2, 2.3, 0.0, 10, -26, 1, -5, -5, 0.8, -1
COc1ccc(OCCC(=O)NCC23CC4CC(CC(C4)C2)C3)cc1
→ -1.9, 3.8, -1.6, 3, 7, 22, -3, -6, 1.6, -22
CCn1cc(CN2CCN(Cc3ccccc3)C(CCO)C2)c2ccccc21 (centres undefined)
→ -31, 0.7, 0.2, -1, -4, 0, 1, 0, 2.1, 0
Cn1nc(C(=O)Nc2ccc(Cl)c(S(=O)(=O)N3CCOCC3)c2)c2ccccc2c1=O
→ -1.9, 2.4, 0.5, -7, 18, /, -1, 0, 0.3, 19

Outcome played no part in choosing rows; overall some 3.6% were active at least once.
